Source: PubChem BioAssay
ASM inhibitor = blocks human secretory acid sphingomyelinase; actives 0.006% (n = 340,000); placental ASM, HMU-PC fluorogenic substrate, 60 min; P17405; Potency, µM (top dose mostly 57.5 µM), without a hit: top-dose activity change, negative = inhibition, hits mostly inhibitors; also: potency is read from the fitted curve at half-maximal effect
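HMU-PC0 cleavage (9 uM final) by human placental ASM, 60 min at 37 °C following 10 min compound exposure at RT; stopped at pH 10, fluorescence Ex 386/Em 447 nm.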
TCR activator = T cell receptor activation; primary human leukocytes, anti-CD3, IL-2 HTRF, 48 h; 330,000 tested, under 10 active; AID 504894; Potency, µM (titrated, usually from 9.22 µM), without a hit: at the highest dose activation of IL-2 secretion, most hits filed as activators; also: % of control where 0% means no effect
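Human primary leukocytes + a-CD3 beads + cpd, 48 hr; IL-2 in supernatant by HTRF (ex 320nm / em 665nm). No co-stimulatory signal supplied.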
TSG101-PTAP inh = blocks PTAP/TSG101 interaction to inhibit HIV-1 budding. Q99816. Fluorescence polarization, FITC-PTAP peptide / Tsg101 binding. Potency, µM (titrated, usually from 115 µM), for inactives: at the top dose activity change, negative = inhibition, usual class: inhibitors. 340,000 tested, under 10 active. AID 493005; active = well fitted inhibition curve with a large enough effect in the main read-out, with a control signal flat, not every such curve was filed as active; inconclusive = small, poorly fitted or top-dose-only effect, or effect the other way, or a change in a side signal; inactive = no such curve, though single readings can be large or run the other way; also: potency is read from the fitted curve at half-maximal effect; % of control where 0% means no effect
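Tsg101 binding domain (10 uM final) was mixed with compound and a FITC-labeled PTAP peptide (50 nM final) in HEPES pH 7.5 buffer with NaCl, Tween 20, EDTA and TCEP; fluorescence polarization was read after 20 min at r.t.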
Mito fusion act = blocks mitochondrial division or promotes mitochondrial fusion; S. cerevisiae fusion-defective mutant growth rescue, CellTiterGlo 48 h; Potency, µM (doses to about 46.1 µM), without a hit: at the top dose growth rescue (activation), actives largely listed as activators; actives 0.23% (n = 320,000);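 also: potency is read from the fitted curve at half-maximal effect; % of control where 0% means no effect; nearly all actives have a fitted effect of over 45% in size; temperature-sensitive fusion mutants such as fzo1-1 at 37 °C on non-fermentable ethanol glycerol medium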
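Temperature-sensitive fusion-defective S. cerevisiae (e.g. fzo1-1, mgm1-5) were grown with compound in YPEG medium (3% ethanol, 3% glycerol) for 48 hours at 37C. Growth rescue was measured as viability by CellTiterGlo luminescence after 10 minutes at ambient.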
CXXC DNA block = inhibitors of human MLL CXXC domain-DNA interaction; AID 2662; Q03164; MLL-CXXC / FITC-HOXA9 DNA fluorescence polarization; Potency, µM (doses to about 115 µM), without a hit: top-dose activity change, negative = inhibition, actives largely listed as inhibitors; actives 0.037% (n = 290,000); active = well fitted inhibition curve with a large enough effect in the polarisation, with a control signal flat, not every such curve was filed as active; inconclusive = small, poorly fitted or top-dose-only effect, or effect the other way, or a change in a side signal; inactive = no such curve, though single readings can be large or run the other way; the % refers to the polarisation; also: potency is read from the fitted curve at half-maximal effect
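Purified MLL-CXXC (added from a 7 uM solution) was preincubated 5 min at ambient with pinned compounds in 50 mM Tris-HCl pH 7.5, 50 mM NaCl, 1 mM DTT, 0.05% BSA. Fluorescein-labeled HOX-A9 DNA (50 nM solution) followed, 30 min, then polarization read.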
Menin MLL FP TR = menin-MLL binding inhibition, Texas Red mutant peptide; O00255; Menin + Texas Red MLL mutant peptide, fluorescence polarization; Potency, µM (series often up to 61.6 µM), without a hit: at the highest dose FP activity change, negative = inhibition, hits mostly inhibitors; actives 0.23% (n = 270,000); AID 1768; active = well fitted inhibition curve with a large enough effect in the polarisation, with a control signal flat, not every such curve was filed as active; inconclusive = small, poorly fitted or top-dose-only effect, or effect the other way, or a change in a side signal; inactive = no such curve, though single readings can be large or run the other way; the % refers to the polarisation; also: potency is read from the fitted curve at half-maximal effect; % of control where 0% means no effect; many of its hits are not listed in these tables
Target sequence (O00255 whole entry, looked up): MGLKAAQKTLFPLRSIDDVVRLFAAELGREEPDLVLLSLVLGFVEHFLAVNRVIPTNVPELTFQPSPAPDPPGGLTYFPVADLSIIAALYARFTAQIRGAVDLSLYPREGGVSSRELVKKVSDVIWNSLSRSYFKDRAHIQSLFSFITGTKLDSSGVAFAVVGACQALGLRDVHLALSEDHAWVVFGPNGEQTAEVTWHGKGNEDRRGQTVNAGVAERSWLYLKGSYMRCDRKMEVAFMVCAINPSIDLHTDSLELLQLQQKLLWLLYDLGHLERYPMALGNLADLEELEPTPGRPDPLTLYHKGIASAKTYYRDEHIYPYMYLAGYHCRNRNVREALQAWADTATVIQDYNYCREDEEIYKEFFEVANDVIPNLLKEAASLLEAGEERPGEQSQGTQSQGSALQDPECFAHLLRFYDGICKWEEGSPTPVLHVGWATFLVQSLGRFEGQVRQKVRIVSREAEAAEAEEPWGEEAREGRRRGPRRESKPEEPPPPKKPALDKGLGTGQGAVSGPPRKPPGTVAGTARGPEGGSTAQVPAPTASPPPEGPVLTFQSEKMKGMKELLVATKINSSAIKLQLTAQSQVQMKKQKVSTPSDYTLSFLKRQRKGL
MBNL1-CUG inh = blocks human MBNL1 binding to CUG repeat RNA | Q9NR56 | TR-FRET MBNL1-His/biotin-(CUG)12 binding, 665/545 ratio | Potency, µM (highest dose often 57.5 µM), for inactives: top-dose activity change, negative = inhibition, hits mostly inhibitors | actives 0.036% (n = 280,000); active = well fitted inhibition curve with a large enough effect in the signal ratio, with a control signal flat, not every such curve was filed as active; inconclusive = small, poorly fitted or top-dose-only effect, or effect the other way, or a change in a side signal; inactive = no such curve, though single readings can be large or run the other way; the % refers to the signal ratio; also: potency is read from the fitted curve at half-maximal effect; % is scaled to controls: 0 for no effect and ±100 for the full control effect
Target sequence (Q9NR56 whole entry, looked up): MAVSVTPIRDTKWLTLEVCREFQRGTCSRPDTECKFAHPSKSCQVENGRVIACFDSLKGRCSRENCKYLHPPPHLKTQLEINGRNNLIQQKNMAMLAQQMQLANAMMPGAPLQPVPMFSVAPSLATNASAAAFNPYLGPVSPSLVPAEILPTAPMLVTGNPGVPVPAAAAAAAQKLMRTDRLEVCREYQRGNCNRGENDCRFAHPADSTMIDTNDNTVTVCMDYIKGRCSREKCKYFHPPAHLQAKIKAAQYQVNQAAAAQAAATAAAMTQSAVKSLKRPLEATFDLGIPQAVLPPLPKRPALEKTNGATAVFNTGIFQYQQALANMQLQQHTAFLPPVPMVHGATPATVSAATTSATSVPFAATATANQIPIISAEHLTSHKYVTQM
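Ratiometric TR-FRET (665 over 545 nm, excitation 340 nm) tracks disruption of MBNL1-His/biotin-(CUG)12 complex after 60 min at room temperature, with compounds at 92 nM to 58 uM final.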
AT treatment = potential ataxia-telangiectasia treatments restoring KAP-1 phosphorylation | Potency, µM (doses to about 57.5 µM), for inactives: at the top dose activation, hits mostly activators | actives 0.19% (n = 320,000) | […] A-T fibroblasts, KAP-1 phosphorylation AlphaLISA; neocarzinostatin DNA damage 30 min before lysis | AID 485349; also: potency is read from the fitted curve at half-maximal effect; % of control where 0% means no effect; nearly all actives have a fitted effect of over 45% in size
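hTERT-immortalized A-T patient fibroblasts ([…]), 500 cells/well in OPTI-MEM, 1% FBS, got compounds for 60 min, then NCS for 30 min at 37C. Lysates were then assayed for phospho-KAP-1 by AlphaLISA (anti-pKAP1 donor, anti-KAP1 acceptor beads), 6 hr at 25C.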
TSHR antag = antagonists of human thyroid stimulating hormone receptor | P16473 | activity change, negative = inhibition, % at 11.5 µM | actives 0.2% (n = 330,000) | TSHR-expressing cells, TSH-stimulated cAMP HTRF, 2 h; stronger effect = lower value;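 active = activity change below a set negative limit, meaning inhibition stronger than a set level, cut at about -70% in these data; inconclusive = activity change between two set negative limits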; also: % is scaled to controls: 0 for no effect and ±100 for the full control effect
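Competitive HTRF cAMP read-out (cryptate anti-cAMP antibody, cAMP-d2; 30 min, room temperature) in freshly harvested TSHR cells. Compounds added before TSH at EC80 (4nM final), followed by 2 hours' incubation at 37 deg C.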
Integrin act MD = activators of alpha7 integrin expression for muscular dystrophy; Potency, µM (series often up to 38.3 µM), without a hit: top-dose activation, actives largely listed as activators; alpha7betagal myoblasts, beta-gal FDG fluorescence, 48 h; AID 624291; actives 0.064% (n = 350,000);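 also: potency is read from the fitted curve at half-maximal effect; 100% = response of the positive control SU9516; nearly all actives have a fitted effect of over 60% in size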
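Alpha7betagal+/- myoblasts (passage 13) were plated 16-24 hr, then exposed to compounds (1:260 dilution of DMSO stock) for 48 hours at 37C. After MPER lysis, β-galactosidase reporter activity was read as FDG fluorescence (ex 480/em 540) after 30 minutes.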
Numbers without * were called inactive; ? = inconclusive; · = no result given; [ ] = remark or other dose. Unless noted, calls follow the shape of the dose curve; as a rule, active = well fitted curve in the direction sought with a large enough effect; inconclusive = small, poorly fitted or top-dose-only effect, or another doubt; inactive = no such curve, though single readings can be large; an effect the other way counts as inactive or inconclusive. Some of the compounds tested, so the mix of outcomes need not match the whole.

SMILES	ASM inhibitor	TCR activator	TSG101-PTAP inh	Mito fusion act	CXXC DNA block	Menin MLL FP TR	MBNL1-CUG inh	AT treatment	TSHR antag	Integrin act MD
O=C1NC(c2ccccc2)C(c2ccccc2)N1 (stereo not drawn)	1%	-4%	1%	·	·	·	·	·	·	7%
O=C(NCc1cccnc1)c1csc2c1CCCC2	1%	1%[46.1 µM]	-1%	-1%	2%	?	·	-6%	24	23%
O=C(COc1ncnc2scc(-c3ccc(F)cc3)c12)NCc1ccco1	-1%	-5%	2%	0%	6%	-23%	5%	·	5	8%
O=C1NC(=O)C2C1C(c1cccs1)NN2Cc1ccccc1 (stereo not drawn)	-17%	-6%	-6%	-4%	3%	23%	15%	0%	7	2%
Cc1cc(C)n(C(=O)CNC(=O)c2ccccc2F)n1	2%	7%	1%	-2%	1%	-2%	-5%	0%	3	5%
COc1ccc(/C(N)=N/OC(=O)Cc2ccccc2OC)cc1	3%	0%	-3%	1%	-7%	-8%	-15%	-2%	-10	18%
COCCOc1ccc(C(F)(F)F)cc1NC(=O)c1ccccc1F	3%	8%[46.1 µM]	-5%	6%	0%	9%	-4%	-5%	0	14%
CC(C)(C)OC(=O)N[C@@H](COCc1ccccc1)C(=O)N[C@@H](CO)[C@H](O)[C@@H]1C[C@@H]1C(=O)NC1CC1	4%	1%	-1%	2%	-2%	-9%	-3%	1%	-4	0%
O=C(Nc1ccnn1C1CCN(Cc2cccc(OCCO)c2)CC1)c1cccc(F)c1	-2%	1%	0%	0%	0%	?	1%	5%	8	16%
CCOC(=O)c1c(C)[nH]c(C(=O)NCCc2ccc(OC)c(OC)c2)c1C	1%	3%	0%	4%	46%[activator]	0%	-3%	-16%	-4	-15%
CCSc1nc2ccccc2n1CC(=O)O	7%	3%	-2%	2%	-13%	-19%	-13%	17%	-17	14%
O=C(COC(=O)C1CC(O)CN1S(=O)(=O)c1ccccc1[N+](=O)[O-])c1ccc[nH]1 (stereo not drawn)	-2%	5%	-9%	-4%	·	·	·	-10%	13	28%
O=C(NCC1CCN(C(=O)c2ccc([N+](=O)[O-])cc2)CC1)C(=O)Nc1ccccc1	0%	-5%	-1%	3%	-3%	-12%	7%	-1%	-6	6%
CCCCC(=O)Nc1ccc(NC(=S)NC(=O)CC(C)C)cc1OC	-2%	4%[46.1 µM]	-3%	2%	2%	0%	?	1%	23	3%
CCn1c(=N)n(CC(=O)C(C)(C)C)c2ccccc21	2%	-39%	1%	6%	-9%	?	1%	2%	7	-2%
Cc1cccc(-c2nc(CS(=O)CC(=O)NC3CCCC(C)C3C)c(C)o2)c1 (stereo not drawn)	-3%	18%	-2%	7%	·	-17%	-12%	-11%	-2	2%
CCCCCCCNC(=O)C1(CC2CC(c3cccc(Br)c3)=NO2)CCN(C(=O)OC(C)(C)C)CC1 (stereo not drawn)	-7%	2%	-6%	-4%	2%	-17%	4%	-7%	2	-5%
CC(=O)N1CCN(C(=O)c2ccc(S(=O)(=O)Nc3ccccc3F)cc2)CC1	9%	0%	-3%	-4%	·	·	·	0%	14	?
O=C(CNC(=O)c1ccccc1Cl)Nc1ccncc1	-2%	-1%	0%	-3%	·	·	·	1%	-1	17%
O=C(CSc1nc2ccccc2s1)NCc1ccc2c(c1)OCO2	5%	-7%[46.1 µM]	-3%	15%	-7%	2%	·	-1%	2	12%
O=C(NCC(c1ccco1)N1CCc2ccccc2C1)C(=O)Nc1ccc(F)cc1F (stereo not drawn)	0%	-1%	1%	26%	·	·	·	0%	-5	-11%
CC(=O)c1sc(-c2ccc(Cl)cc2)nc1C	-3%	1%	-1%	-10%	-8%	1%	?	4%	-10	13%
O=C(Cc1cccc2ccccc12)N/N=C/c1ccc(Sc2cccc3cccnc23)o1	·	·	·	5%	25%	?	8%	·	-2	·
O=C1CC(c2ccc(F)cc2)Sc2nc(-c3ccccc3)c(-c3ccccc3)n21 (stereo not drawn)	-3%	1%	-1%	-4%	12%	-2%	-2%	-25%	4	21%
CCOC(=O)c1c(NC(=O)CSc2nnc(-c3ccco3)o2)sc(C(C)=O)c1C	-7%	-4%	5%	-9%	12%	?	32%[activator]	·	·	-9%
CCOC(=O)c1cnc2c(C(=O)OC)cccc2c1NCCN1CCOCC1	19%	-10%	-7%	6%	9%	23%	14%	1%	-14	4%
Cc1cccc(C(=O)N2CCN(S(=O)(=O)N3CCCCCC3)CC2)c1	12%	-4%	0%	-9%	1%	-25%	-6%	-1%	-8	11%
O=C(N=Nc1c(O)[nH]c2ccc([N+](=O)[O-])cc12)c1ccccc1Cl	-7%	-7%	-5%	6%	-2%	·	1%	1%	-6	15%
O=C(N/N=C/c1ccc([N+](=O)[O-])o1)c1cc2c(ccc3ccccc32)o1	-7%	1%	0%	24%	-7%	?	14%	2%	-6	-39%
CCn1ncc(Br)c1C(=O)Nc1ccccc1OC	-2%	-9%	-1%	4%	-1%	16%	1%	6%	-9	3%
Cc1ccccc1N1CCN(C2CCCN(C(=O)c3ccc(Cl)s3)C2)CC1 (stereo not drawn)	0%	2%	·	4%	6%	·	-1%	1%	-18	-32%
CC(C(=O)Nc1ccc(OCc2ccccc2)cc1)N1CCCC1 (stereo not drawn)	6%	-3%	-4%	2%	0%	-3%	0%	-3%	12	-28%
Cc1cc(C(=O)Nc2cccc3ccccc23)n(-c2ccccc2)n1	-1%	3%	-3%	-6%	7%	13%	1%	5%	-3	14%
O=C(CC1CCCCC1)NCCS(=O)(=O)N1CCN(c2ccccc2)CC1	-1%	-1%	-4%	-3%	·	·	·	4%	0	-7%
COC(C(=O)Nc1ccnn1C1CCN(C(=O)c2cccc(F)c2)CC1)c1ccccc1 (stereo not drawn)	-1%	4%	-3%	-25%	7%	11%	-4%	-1%	-6	13%
Cc1cccc(NC(=O)CN2C(=O)/C(=C3\SC(=S)N(CC4CCCO4)C3=O)c3ccccc32)c1 (stereo not drawn)	-6%	1%	-9%	0%	15%	?	3%	0%	-10	-16%
COC(=O)c1cnc(SC)nc1C	-1%	0%	-5%	-2%	4%	2%	9%	0%	1	4%
Cc1ccc(C(=O)NCCOc2cccc(C)c2)cc1	2%	-14%	-2%	2%	13%	-8%	-4%	-1%	1	12%
CSc1ccccc1NC(=O)CN(C)C(=O)Cc1c[nH]c2ccccc12	-1%	0%	-3%	-2%	·	·	·	10%	4	9%
Cc1cc(C)cc(NC2=C(N)C(=O)c3ccccc3C2=O)c1	-8%	1%	-1%	-11%	19%	?	?	-19%	9	25%

A different layout for six compounds above:
Values run as follows: ASM inhibitor	TCR activator	TSG101-PTAP inh	Mito fusion act	CXXC DNA block	Menin MLL FP TR	MBNL1-CUG inh	AT treatment	TSHR antag	Integrin act MD
CCOC(=O)c1c(NC(=O)CSc2nnc(-c3ccco3)o2)sc(C(C)=O)c1C
    -7%	-4%	5%	-9%	12%	?	32%[activator]	·	·	-9%
CCOC(=O)c1cnc2c(C(=O)OC)cccc2c1NCCN1CCOCC1
    19%	-10%	-7%	6%	9%	23%	14%	1%	-14	4%
Cc1cccc(C(=O)N2CCN(S(=O)(=O)N3CCCCCC3)CC2)c1
    12%	-4%	0%	-9%	1%	-25%	-6%	-1%	-8	11%
O=C(N=Nc1c(O)[nH]c2ccc([N+](=O)[O-])cc12)c1ccccc1Cl
    -7%	-7%	-5%	6%	-2%	·	1%	1%	-6	15%
O=C(N/N=C/c1ccc([N+](=O)[O-])o1)c1cc2c(ccc3ccccc32)o1
    -7%	1%	0%	24%	-7%	?	14%	2%	-6	-39%
CCn1ncc(Br)c1C(=O)Nc1ccccc1OC
    -2%	-9%	-1%	4%	-1%	16%	1%	6%	-9	3%
